# High-throughput results as filed in PubChem BioAssay.
# TDP-43 yeast inh: rescues yeast growth from TDP-43 toxicity; TDP-43 expressing yeast growth rescue, BacTiter-Glo, 24 h; Potency, µM (top dose mostly 46.1 µM), for the others: at the highest dose growth rescue (activation), usual class: activators; actives 1.8% (n = 410,000); further: potency means the concentration at half of the fitted maximal effect; % of control where 0% means no effect; nearly all actives have a fitted effect of over 50% in size
#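 In this qHTS, compounds that restore growth of yeast expressing TDP-43 appear as activators. Cells (OD600=0.02, galactose medium, raffinose-pregrown) are incubated with compound 24 hr at 30 deg C and growth is quantified by BacTiter-Glo.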
# Abeta yeast res: restores growth of yeast expressing A-beta42 peptide; actives 0.063% (n = 410,000); yeast expressing A-beta42, growth rescue, OD600, 48 h; response scale: 0% DMSO, 100% iron-clioquinol control; AID 1347071; Potency, µM (series often up to 46.1 µM), for the others: at the top dose growth rescue, most hits filed as activators; further: potency means the concentration at half of the fitted maximal effect; nearly all actives have a fitted effect of over 55% in size
#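 Yeast growth medium received pinned compounds, then yeast cells expressing toxic A-beta were added; plates incubated at 30 C for 48 hr. Growth read as absorbance at 600 nm, normalized to DMSO and equimolar FeCl3 plus clioquinol controls.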
# DRD3 antagonist: antagonists of human D3 dopamine receptor; AID 652054; P35462; D3R cells, DiscoveRx beta-arrestin luminescence, antagonist mode; stronger effect = lower value; actives 2.5% (n = 360,000); max response, negative = inhibition, %; in the data active means max response below about -50%; inconclusive means no clear call, values can overlap the other calls; further: on the % scale 0 is the no-effect control and ±100 the full control effect; mostly tested at two doses, the higher about 12 µM
# Target sequence (P35462 whole entry, looked up): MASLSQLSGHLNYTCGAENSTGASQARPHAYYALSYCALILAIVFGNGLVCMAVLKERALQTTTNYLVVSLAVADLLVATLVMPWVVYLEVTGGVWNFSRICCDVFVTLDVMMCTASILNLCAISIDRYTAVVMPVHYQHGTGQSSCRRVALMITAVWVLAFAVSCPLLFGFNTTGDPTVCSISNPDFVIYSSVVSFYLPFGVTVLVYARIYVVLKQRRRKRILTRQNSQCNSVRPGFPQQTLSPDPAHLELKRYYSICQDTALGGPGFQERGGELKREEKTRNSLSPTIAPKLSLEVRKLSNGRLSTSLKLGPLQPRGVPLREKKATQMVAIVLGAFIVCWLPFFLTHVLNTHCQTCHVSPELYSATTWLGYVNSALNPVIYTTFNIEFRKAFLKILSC
#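 Cells expressing the human receptor were seeded at 1500 cells/well, incubated overnight at 37 degrees C in 5% CO2, then exposed to library compounds with dopamine controls for 90 minutes at 37 degrees C before luminescent detection.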
# PTHR1 agonist: activates the human parathyroid hormone receptor PTHR1; Potency, µM (highest dose often 115 µM), without a hit: top-dose activation, actives largely listed as activators; Q03431; HEK293 GP2 PTHR1 cells, GloSensor cAMP luminescence, 1 h; actives 0.075% (n = 410,000); further: potency means the concentration at half of the fitted maximal effect; nearly all actives have a fitted effect of over 55% in size; some results filed as inactive show a strong effect at the top dose; inactives centre near -15; many of its hits are not listed in these tables
#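 HEK-293-derived GP2 cells expressing PTHR1 and a GloSensor cAMP reporter, 3,000/well, plated overnight, given luciferin plus IBMX (each 0.5 mM as added) for 1 h at 37 °C, then compound for 1 h at 37 °C. Luminescence was read after 15 min at room temperature.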
# Akt phos inh: blocks phosphorylation of Akt; Neuro2A IGF-stimulated pAkt S473 HTRF, 20 min; stronger effect = lower value; activity change, % for hits at 50 µM; actives 0.32% (n = 360,000); in the data active means activity change below about -80%; inconclusive means mostly about -51% to -80%; further: on the % scale 0 is the no-effect control and ±100 the full control effect
#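 Neuro2A cells in DMEM with 0.5% FBS, overnight at 37 deg C, given compound at single 50 µM final, then IGF (6 nM final) for 20 min at 37 deg C. Lysed; phospho-Akt Ser473 by HTRF after 24 h, 665/615 ratio.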
# aSyn rescue: rescues yeast growth from alpha-synuclein toxicity. Yeast expressing alpha-synuclein, growth rescue, BacTiter-Glo, 24 h. Potency, µM (titrated, usually from 46.1 µM), for inactives: at the top dose growth rescue (activation), actives largely listed as activators. actives 0.14% (n = 370,000). AID 652106; further: potency means the concentration at half of the fitted maximal effect; % of control where 0% means no effect; nearly all actives have a fitted effect of over 65% in size
#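 Rescue of yeast growth: cells expressing toxic alpha-synuclein, induced in galactose at OD600 0.02, incubated with compound 24 h at 30 C. ATP luminescence quantified growth; inhibitors of toxicity appear as activators.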
# FUS yeast rescue: rescues growth of FUS-expressing yeast; S. cerevisiae FUS-expressing, growth rescue, OD600, 24 h; Potency, µM (doses to about 76.6 µM), inactives show at the top dose growth rescue (activation), most hits filed as activators; actives 0.24% (n = 390,000); AID 1347120;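 further: potency means the concentration at half of the fitted maximal effect; plate controls were DMSO vehicle for no effect and reference control for full effect; nearly all actives have a fitted effect of over 55% in size; some results filed as inactive show a strong effect at the top dose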
#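 Galactose (2%) drives FUS expression in yeast precultured in raffinose; seeding density OD 0.005. Test compounds incubated 24hr at 30C and 99% humidity before absorbance at 600 nm was measured.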
# GLP-1R agonist: agonists of human GLP-1 receptor | Potency, µM (highest dose often 45.6 µM), inactives show at the highest dose activation, actives largely listed as activators | HEK293 GLP-1R CRE-luciferase, luminescence, 4-6 h; cells express a hypersensitive GLP-1R form | actives 0.007% (n = 380,000) | AID 624172; further: potency means the concentration at half of the fitted maximal effect; % of control where 0% means no effect
# Target sequence (P43220 whole entry, looked up): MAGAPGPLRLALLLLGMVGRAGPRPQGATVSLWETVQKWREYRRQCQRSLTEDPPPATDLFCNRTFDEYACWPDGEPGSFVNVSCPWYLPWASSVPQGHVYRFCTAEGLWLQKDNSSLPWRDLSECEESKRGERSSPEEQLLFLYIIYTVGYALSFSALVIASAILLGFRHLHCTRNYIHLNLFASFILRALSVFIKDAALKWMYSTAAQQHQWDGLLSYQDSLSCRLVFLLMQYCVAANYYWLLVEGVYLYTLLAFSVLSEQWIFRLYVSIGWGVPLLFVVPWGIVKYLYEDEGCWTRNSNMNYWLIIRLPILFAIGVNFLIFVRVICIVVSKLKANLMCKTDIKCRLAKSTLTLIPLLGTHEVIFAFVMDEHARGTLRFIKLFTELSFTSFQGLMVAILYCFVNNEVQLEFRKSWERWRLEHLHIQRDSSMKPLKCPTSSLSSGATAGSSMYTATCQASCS
# GLP1R inv ag: GLP-1 receptor (human) inverse agonism | actives 1.6% (n = 410,000) | HEK293 GLP-1R CRE-luciferase, luminescence, 24 h; GLP-1R form is constitutively active | Potency, µM (top dose mostly 38.3 µM), inactives show top-dose activity change, negative = inhibition, hits mostly inhibitors | AID 624417; further: potency means the concentration at half of the fitted maximal effect; on the % scale 0 is the no-effect control and ±100 the full control effect; nearly all actives have a fitted effect of over 55% in size
#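 GLP-1R inverse agonism mode: basal reporter luminescence in engineered HEK293 cells measured after one day of compound exposure at 37 deg C, with a 12 min room-temperature detection step.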
# * marks the source's active call; other numbers are inactive results; i = inactive; ? = inconclusive; . = not tested or not shown; & = joins results of further samples; [ ] = another dose, or the depositor's remark. Unless noted, the call rests on the fitted dose curve; in most records, active means well fitted curve in the direction sought with a large enough effect; inconclusive means small, poorly fitted or top-dose-only effect, or another doubt; inactive means no such curve, though single readings can be large; an effect the other way counts as inactive or inconclusive.
SMILES,TDP-43 yeast inh,Abeta yeast res,DRD3 antagonist,PTHR1 agonist,Akt phos inh,aSyn rescue,FUS yeast rescue,GLP-1R agonist,GLP1R inv ag
CCn1c(=NC(=O)CN2C(=O)CCC2=O)sc2c(OC)ccc(OC)c21,28.1%,5.2%,23.1,-38.6%[inhibitor],i,-0.2%,-15.3%,4.0%,5.4%
O=C(c1ccc2c(c1)OCCCO2)N1CCCCC1,8.8%,-12.4%,11.9,i,i,2.1%,-23.4%,6.9%,6.6%
Cc1ccc(C)c(-n2c(SCC(=O)N3CCC(C(=O)O)CC3)nnc2-c2cccc(Cl)c2)c1,6.9%,8.9%,29.6,-18.8%,i,8.3%,25.5%,6.7%,-9.8%
Cc1ccc(N2CCN(c3ccc(C)cc3)C2c2ccncc2)cc1,13.0%,5.1%,11.1,-11.3%,i,-2.6%,-9.1%,0.0%,-3.4%
CCOc1ccc(CCNC(=O)c2c(C)nn(-c3ccccc3)c2Cl)cc1OCC,18.5%,-1.0%,28.4,1.0%,i,4.9%,11.8%,-7.1%,1.6%
CC(C)Cc1c(O)nc(SCC(=O)N2CCCCCC2)[nH]c1=O,8.3%,6.9%,16.2,-28.8%,i,1.9%,14.7%,-0.8%,4.7%
O=C(OCCN1CCN(c2ncc(C(F)(F)F)cc2Cl)CC1)c1ccc(F)cc1,-6.2%,25.0%,?,-2.0%[57.5 µM],.,-0.2%,-4.1%,-9.9%,?
CCc1ccc(/C=N/NC(=O)c2cc(C)on2)s1,?,-4.5%,-18.8,i,i,-3.1%,3.5%,4.9%,?
Clc1ncnc2scc(-c3ccc(Br)cc3)c12,12.1%,-8.1%,-54.1*,i,i,-5.6%,4.8%,13.2%,?
Cc1cccc(C(O)c2ncc(-c3ccc4ccccc4c3)[nH]2)c1C (stereo unspecified),16.3%,-17.2%,-1.0,-13.3%,i,2.4%,-4.4%,-0.7%,-12.7%
O=C(Nc1ccc(F)cc1)C(NC1CCCCC1)c1ccccc1 (stereo unspecified),-4.7%,-3.4%,?,i,i,-3.2%,7.9%,8.1%,7.94µM*
CCC(C(=O)NC1CCCC1)N(Cc1ccco1)C(=O)Cn1nnc(-c2ccc(C)cc2)n1 (stereo unspecified),-15.2%,7.2%,15.1,-6.2%[57.5 µM],i,6.0%,15.4%,2.8%,?
S=c1[nH]nc(-c2cccs2)n1C1CCCCC1,0.0%,21.2%,-0.6,-15.4%,i,-0.2%,0.2%,-2.0%,-23.0%
CC1CCCC(NC(=O)C2CCN(C(=O)Nc3ccccc3)CC2)C1C (stereo unspecified),25.5%,13.3%,-3.3,-3.7%,i,5.1%,1.8%,-6.4%,-9.9%
CSc1ccc(/C=C/c2nc3ccccc3n2S(=O)(=O)c2ccc(F)c(C)c2)cc1,-47.1%[inhibitor],-43.9%[inhibitor],.,-34.6%,.,.,-0.9%,.,?
CCN(CC)C(=O)C1CCCN(Cc2ccc3ccccc3c2)C1 (stereo unspecified),-19.3%,-3.5%,-0.7,i,i,-3.2%,1.5%,1.8%,-17.3%
CC(C)(C)[C@H]1COC(=O)CCCC/C=C\C[C@H](CC(=O)NCCO)C(=O)N1,16.4%,3.9%,3.7,-13.0%,i,-0.4%,-6.8%,-0.5%,12.2%
O=C(Cn1cnc2ccccc2c1=O)NCC(=O)N1CCOCC1,-15.0%,-11.6%,0.3,i,i,3.1%,10.3%,1.7%,-11.6%
O=C(Cc1ccc(Cl)cc1)Nc1ccc(N2CCN(C(=O)c3ccco3)CC2)cc1,-5.9%,6.1%,-1.7,-1.4%,i,-1.8%,54.6%,-6.7%,?
CC(=O)Nc1cccc(NC(=O)CSc2nnnn2Cc2ccccc2)c1,-5.5%,10.5%,13.7,-10.1%[57.5 µM],i,1.6%,-6.6%,2.3%,-0.3%
COc1ccccc1N1CCN(C(=O)c2sc3nc4n(c(=O)c3c2C)CCC4)CC1,?,5.7%&-12.9%,-2.6,-4.5%,i,-0.2%,19.1%&9.4%,8.4%,1.2%&14.3%
Cc1cc(C)c(NC(=O)CN2C(=O)CCSc3ccc(S(=O)(=O)N4CCCC4)cc32)c(C)c1,20.9%,-5.2%,.,i,.,.,-0.8%,.,12.7%
CCOC(=O)CC(N)c1cccc([N+](=O)[O-])c1 (stereo unspecified),24.9%,-7.5%,19.7,-1.0%,i,2.9%,-7.4%,-0.2%,18.9%
COc1ccc(NC(=O)CCCCCn2nnc3ccccc3c2=O)cc1,-16.4%,-16.4%,-9.4,-4.5%,i,-2.7%,23.4%,9.4%,4.4%
COc1ccc(-c2noc(CN(C(=O)c3ccc4c(c3)OCO4)C(C)C)n2)cc1OC,-9.0%,-5.0%,-3.5,i,i,6.4%,39.3%,?,43.0%[activator]
COc1cccc(C(=O)N/N=C/c2ccc(OC)c(COc3ccccc3C(N)=O)c2)c1,-0.6%,0.3%,-14.5,i,i,-0.9%,18.8%,9.3%,4.4%
Cc1cc2ncn(C(=O)c3ccc4c(c3)OCO4)c2cc1C,13.9%,-4.2%,-27.7,-13.9%,i,0.2%,-28.5%,-4.6%,11.2%
O=C(COC(=O)c1ccc(Cl)nc1)NCCC1=CCCCC1,2.1%,-2.9%,-5.8,i,i,-0.9%,13.0%,6.6%,22.0%
CCC(C(=O)OCCN(CC)CC)c1ccccc1 (stereo unspecified),1.8%,-20.9%,?,i,i,0.6%,-33.3%,-0.8%&3.7%,-5.3%
COc1ccccc1NC(=O)c1ccc(Br)c(S(=O)(=O)N2CCCC2)c1,14.9%,17.6%,-18.3,-85.4%[inhibitor],i,-10.2%,27.8%,6.8%,?
O=C(Cc1ccc(Cl)cc1Cl)NCC1(N2CCOCC2)CCCCC1,-26.5%,-16.2%,3.9,-10.6%,i,-1.2%,15.2%,1.4%,5.7%
O=C(N[C@@H](Cc1c[nH]c2ccccc12)C(=O)O)c1ccccc1Cl,-13.0%,0.3%,-13.0,-1.1%,i,0.2%,8.1%,0.4%,-1.8%
Cc1ccc(NC(=O)CSc2nc3nn(-c4ccccc4)c(=O)c-3c3n2CCCCC3)cc1F,-0.1%,-0.2%,-13.7,-26.3%,i,-1.6%,4.7%,3.3%,-24.9%
COc1ccc(C2(CNC(=O)c3ccc(Br)o3)CCOCC2)cc1,6.6%,19.0%,-8.7,-12.8%[57.5 µM],.,6.2%,-7.4%,-0.1%,10.1%
O=C(c1cc(-c2ccc(Br)cc2)on1)N1CCc2ccccc2C1,-14.1%,-11.6%,3.0,i,i,-2.0%,4.0%,7.0%,27.7%
CCCOP(=O)(c1ccc(N(C)C)cc1)C(Nc1ccccc1)c1ccc(N(C)C)cc1 (stereo unspecified),14.2%,1.7%,-6.4,i,i,7.4%,42.2%,-2.4%,-28.3%
COC(C/C=C\[C@@H](O)[C@H](C)OCc1ccccc1)OC,14.3%,-10.5%,1.3,i,i,-3.1%,-7.9%,3.3%,12.6%
CCOCCN1CCN(C2c3ccccc3CSc3ccccc32)CC1 (stereo unspecified),16.9%,27.3%,-76.2*,-8.6%,i,-1.1%,19.0%,0.4%,?
Nc1ccc(C(=O)N/N=C/c2sc(N3CCOCC3)nc2-c2ccccc2)cc1,16.0%,5.7%,5.5,-35.2%[inhibitor],i,2.1%,41.3%,4.6%,27.1%
Cc1cc2oc(=O)c(CC(=O)O)c(C)c2c2occ(-c3ccccc3)c12,8.4%,3.5%,.,i,.,.,-2.8%,.,?
Cc1cc(C)nc(N/N=C/c2ccccc2OCc2ccc(Cl)cc2)n1,-47.1%[inhibitor],-7.8%,5.5,i,i,-10.2%,20.9%,4.1%,?
COc1ccc(CNC(=O)CN(C)S(=O)(=O)c2ccc3nc(C)sc3c2)cc1,8.9%,-9.4%,.,-15.9%,.,.,0.6%,.,8.3%
Cc1nn(CC(=O)OCCOc2ccc(Br)cc2)c(C)c1[N+](=O)[O-],12.6µM*,-13.3%,-8.9,-15.2%,i,6.0%,-9.9%,-3.2%,8.5%
Cc1cc(OCC(=O)Nc2sc3c(c2C#N)CC(C)(C)NC3(C)C)c(C(C)C)cc1Cl,28.4%,-34.3%[inhibitor],69.0,-22.8%,i,-7.1%,2.6%,2.9%,?
CC(C)C(C)NC(=O)COc1ccc(OCc2ccccc2)cc1 (stereo unspecified),-3.7%,-16.5%,-9.1,-6.9%,i,1.2%,25.6%,9.9%,?
CC1CCN(C(=S)c2cccc(O)c2)CC1,-16.6%,7.9%,-13.6,-28.9%,i,-7.0%,-3.1%,-0.6%,11.2%
COc1ccc(Br)c(Cn2c(C)c(C(=O)NCc3ccc(F)cc3)sc2=O)c1,0.6%,15.7%,-22.6,-59.9%[inhibitor],i,6.6%,?,8.1%,?
Cc1cccc(NC(=O)c2cnccn2)c1,26.4%,13.2%,3.3,i,i,-0.6%,-4.0%,0.7%,7.1%
COc1ccccc1Cc1c(C(C)(C)C)nc2ccc(C)cn12,-11.7%,-4.3%,12.8,11.6%,i,1.9%,-0.9%,-4.2%,-8.9%
O=C(NCc1ccccc1)N(Cc1cc2cc3c(cc2[nH]c1=O)OCO3)CC1CCCO1 (stereo unspecified),-17.1%,-13.5%,0.0,i,i,2.8%,-4.3%,1.3%,-10.1%
O=C(Nc1nccs1)C1CCN(S(=O)(=O)c2c(Cl)cccc2Cl)CC1,14.1µM*,?,3.1,-53.4%[inhibitor][57.5 µM],.,4.7%,20.0%,-4.3%,?

# Only part of the results is shown; count on the stated rates, not on these rows.
